Bioassay records from PubChem.
Calpain2 inh = blocks pig calpain II enzyme activity | purified calpain II, fluorogenic peptide substrate, 30 min | inhibition, % at 16 µM | 220,000 tested, 0.37% active | AID 1236;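 active means inhibition above about 50%, limit read from the data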
14-3-3 Bad inh = disrupts binding of bovine 14-3-3 zeta to phospho-Bad peptide | P63103 | 220,000 tested, 0.71% active | TR-FRET 14-3-3zeta/Dy647-pBad peptide displacement, 1 h | inhibition, % at 21.7 µM;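 active means inhibition above about 70%, limit read from the data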;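 further: 0% = full 14-3-3 plus peptide FRET controls and 100% = background without 14-3-3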
Target sequence (P63103 whole entry, looked up): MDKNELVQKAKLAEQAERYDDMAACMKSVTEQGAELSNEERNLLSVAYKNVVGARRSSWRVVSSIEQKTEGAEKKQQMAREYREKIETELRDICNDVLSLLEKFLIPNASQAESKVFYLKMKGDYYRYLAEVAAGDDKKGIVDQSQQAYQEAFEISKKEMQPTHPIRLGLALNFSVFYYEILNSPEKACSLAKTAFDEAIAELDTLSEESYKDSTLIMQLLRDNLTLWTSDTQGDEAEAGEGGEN
EP2 mod = modulators of human EP2 prostaglandin E2 receptor. P43116. EP2-expressing cells, cAMP HTRF FRET, PGE2 co-stimulation. induction, % at 25 µM. 260,000 tested, 0.83% active. AID 940;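 active means compounds whose cAMP rise, as percent of the full-agonist control response, exceeds 60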;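 further: rat C6 glioma line stably carrying human EP2 under a CMV promoter; the protocol text gives 20 µM as final concentration; 100% = response of wells given 1 µM PGE2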
Target sequence (P43116 whole entry, looked up): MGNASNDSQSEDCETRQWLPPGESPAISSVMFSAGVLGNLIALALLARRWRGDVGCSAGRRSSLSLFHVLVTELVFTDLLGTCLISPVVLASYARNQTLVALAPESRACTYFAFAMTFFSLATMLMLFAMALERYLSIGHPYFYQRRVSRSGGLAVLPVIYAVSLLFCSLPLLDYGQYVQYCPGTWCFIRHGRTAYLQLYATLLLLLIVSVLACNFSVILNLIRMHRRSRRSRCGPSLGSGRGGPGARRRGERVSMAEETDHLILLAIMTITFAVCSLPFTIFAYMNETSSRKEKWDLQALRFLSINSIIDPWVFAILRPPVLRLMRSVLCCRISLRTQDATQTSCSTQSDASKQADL
eIF4E-4G inh = blocks eIF4E binding to eIF4G; P63073+Q04637; TR-FRET eIF4E-eIF4GI(517-606) binding, 2 h; AID 782; inhibition, % at 21.7 µM; 220,000 tested, 0.37% active;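 active means inhibition above about 30%, limit read from the data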;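 further: 0% = full FRET control wells and 100% = background wells lacking eIF4GI fragment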
Rad51 HR inh = Rad51 (human) homologous recombination inhibition | Q06609 | hRad51 DNA strand exchange, fluorescence dequenching | inhibition, % at 10 µM | 200,000 tested, 0.085% active;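 active means inhibition above 40% at the single screening dose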;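 further: 0% = DMSO control wells and 100% = blanks with heterologous ssDNA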
Target sequence (Q06609 whole entry, looked up): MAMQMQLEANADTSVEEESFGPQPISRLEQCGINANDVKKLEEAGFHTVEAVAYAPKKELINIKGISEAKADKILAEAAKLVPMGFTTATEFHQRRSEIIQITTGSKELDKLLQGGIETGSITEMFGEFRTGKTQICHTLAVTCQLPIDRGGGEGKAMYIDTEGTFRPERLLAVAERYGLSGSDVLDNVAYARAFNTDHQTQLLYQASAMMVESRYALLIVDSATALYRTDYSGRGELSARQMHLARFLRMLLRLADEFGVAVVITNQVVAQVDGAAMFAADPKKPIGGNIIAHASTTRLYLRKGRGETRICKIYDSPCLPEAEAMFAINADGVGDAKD
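Test system – preformed human Rad51 ssDNA filaments · Reagent – Donor/quencher-labelled 47-bp dsDNA substrate · Incubation – 37 °C 15-min filament assembly, 30-min compound preincubation, 15-min exchange · Signal – FRET fluorescence dequenching, excitation 485 nm, emission 520 nm · Read-out – percent inhibition from fluorescence, normalised to plate control and blank means · Benchmarks – plate control and blank wells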
Tb hexokinase = T. brucei hexokinase 1 inhibition; inhibition, % at 10 µM; 220,000 tested, 0.11% active; recombinant TbHK1, G6PDH-coupled NADH A340;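 active means inhibition of 50% or more in the single-dose primary screen; inactive means inhibition below 50%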
Hck Nef HTS = inhibitors of human Hck kinase activated by Nef; inhibition, % at 20 µM; P08631; 220,000 tested, 0.68% active; Recombinant Hck-YEEI plus Nef, Z-Lyte FRET kinase assay;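 active means Hck-Nef kinase inhibition above about 50%, limit read from the data; inactive means inhibition below that limit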;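 further: 0% = DMSO with Hck plus Nef and 100% = Hck alone without Nef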
zVAD death inh = blocks zVAD induced death of L929 cells; 220,000 tested, 0.38% active; L929 zVAD necroptosis rescue, ATP luminescence, 24 h; with zVAD 60 µM; AID 1377; viability rescue, % at 10 µM;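 active means activation, scaled between plate controls, above about 75%, limit read from the data; inactive means activation under that limit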;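 further: 0% = zVAD with DMSO and 100% = DMSO alone without zVAD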
EP2 antag = blocks the human prostaglandin E2 receptor EP2 | P43116 | C6 glioma cells expressing human EP2, cAMP TR-FRET; cells stimulated with saturating PGE2 | inhibition, % at 25 µM | 260,000 tested, 0.52% active | AID 1422;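 active means percent inhibition above 40 after rounding to a whole number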;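 further: rat C6 glioma host cells with rolipram phosphodiesterase inhibitor present; the protocol text gives 20 µM as final concentration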
* = called active by the depositor; i = inactive; . = not tested or not shown; & = joins results of further samples; [ ] = remark or other dose.

1: CC(C)CN(C(=O)CSc1nnc(-c2ccco2)o1)c1c(N)n(Cc2ccccc2)c(=O)[nH]c1=O
2: CC(=C1C2C=CC1C1C(=O)NC(=O)C21)c1ccccc1 (stereo not given)
3: CC(=O)c1cc2c(cc1NC(=O)CN1CCOCC1)OCO2
4: CC(=O)NC1=NN(C(C)=O)C2(CCCC2)S1
5: O=C(NCCC1=CCCCC1)C1CC(=O)N(C2CCCCCC2)C1 (stereo not given)
6: CNc1ccccc1C(C)(C)c1cc(-c2cccc(Br)c2)no1
7: O=C(Nc1ccc(N2CCOCC2)cc1)c1ccc2c(c1)OCO2
8: COc1ccccc1-n1cc(C(=O)c2cc(Cl)ccc2O)cc(C#N)c1=O

assay / compound	1	2	3	4	5	6	7	8
Rad51 HR inh	0	7	9	0	4	.	5	-17
14-3-3 Bad inh	-7	5	-6[fluorescence artefact?]	-6	-4	-3	1	-17
EP2 mod	18	8	9	-18	-17	-30	-3	-17
zVAD death inh	1.1	-0.1	-0.5	-1.0	0.8	-1.2	3.5	-0.2
EP2 antag	5	4	7	2	6	4	9	4
eIF4E-4G inh	-1	-2	2	-7	1	1	5	-4
Hck Nef HTS	-8	1	-7	4	-1	2	21	17
Calpain2 inh	-32	-4	-20	29	14	-4	8	-42
Tb hexokinase	-2	-5	-16	5	3	6	3	-9

9: NC(=O)CC(NC(=O)Cc1ccc(Br)cc1)c1ccc(NCCc2ccc(F)cc2)c([N+](=O)[O-])c1 (stereo not given)
10: Cc1ccc(S(=O)(=O)N2CCN(C(=O)CSc3nnc(C)c(=O)[nH]3)CC2)cc1
11: CCCC(=O)Nc1cccc(-c2nc3ccccc3c(=O)o2)c1
12: COc1cccc(N2CCN(C(=S)NCCc3ccccc3)CC2)c1
13: CC(=O)c1ccccc1C(=O)NCc1cccnc1
14: CC1CCCN(c2nc3c(c(=O)[nH]c(=O)n3C)n2CCSc2nc3ccccc3o2)C1 (stereo not given)
15: CC1CCN(CCCCOc2cccc(Br)c2)CC1
16: CC(C)=CC(=O)Nc1ccc(Cl)cc1

assay / compound	9	10	11	12	13	14	15	16
Rad51 HR inh	-4	5	-5	1	7	-6	13	.
14-3-3 Bad inh	6	-10	-10	-1	-2	21[fluorescence artefact?]	35	-4
EP2 mod	-32	-5	-27	-16	14	-7	-2	-17
zVAD death inh	-0.4	0.2	2.0	0.2	-0.6	0.5	0.2	0.7
EP2 antag	-3	8	14	12	5	7	11	5
eIF4E-4G inh	-4	8[fluorescence artefact?]	0	3	-3	0	6	0
Hck Nef HTS	50*	0	20	2	2	0	-24	13
Calpain2 inh	-7	0	0	1	17	11	-4	10
Tb hexokinase	18	5	-5	0	2	-8	3	-8

17: Cc1ccc(CS(=O)(=O)CCC(=O)NCCC(C)C)cc1
18: O=C(c1ccc2c3c(cccc13)CC2)N1CCOCC1
19: Cc1nnc(NC2=NCCCCC2)o1
20: Cc1ccc2c(Cl)cc(Cl)c(OCC(=O)NC(C)(C)C)c2n1
21: Clc1ccccc1-c1ccc(CN2CCN(c3ccccc3)CC2)o1
22: Cc1csc(SCC(=O)NC(=O)Cc2ccccc2)n1
23: CCN(CC)c1ncnnc1-c1ccccc1
24: CC1CN(S(=O)(=O)c2ccccc2)C(C)CN1S(=O)(=O)c1ccccc1 (stereo not given)

assay / compound	17	18	19	20	21	22	23	24
Rad51 HR inh	-3	-1	-4	8	.	-9	14	2
14-3-3 Bad inh	8[fluorescence artefact?]	5	-3	-29	73*	-3	-6[fluorescence artefact?]	1
EP2 mod	-8	3&12	2	43	-62	33	3	10
zVAD death inh	-0.4	0.0	2.1	1.8	-0.4	0.4	0.4	-0.2
EP2 antag	1	10&9	7	5	.	7	8	11
eIF4E-4G inh	3[fluorescence artefact?]	0	-4	4	-9	8	13	0
Hck Nef HTS	1	2	5	17	1	3	4	2
Calpain2 inh	-8	18	-5	-38	-22	8	-11	-8
Tb hexokinase	2	-2	9	-1	-6	-4	-5	8

One compound at a time (already shown). Order of values: Rad51 HR inh, 14-3-3 Bad inh, EP2 mod, zVAD death inh, EP2 antag, eIF4E-4G inh, Hck Nef HTS, Calpain2 inh, Tb hexokinase
Cc1ccc(CS(=O)(=O)CCC(=O)NCCC(C)C)cc1 is listed with -3, 8[fluorescence artefact?], -8, -0.4, 1, 3[fluorescence artefact?], 1, -8, 2
Cc1nnc(NC2=NCCCCC2)o1 is listed with -4, -3, 2, 2.1, 7, -4, 5, -5, 9
Cc1ccc2c(Cl)cc(Cl)c(OCC(=O)NC(C)(C)C)c2n1 is listed with 8, -29, 43, 1.8, 5, 4, 17, -38, -1
CCN(CC)c1ncnnc1-c1ccccc1 is listed with 14, -6[fluorescence artefact?], 3, 0.4, 8, 13, 4, -11, -5
O=C(c1ccc2c3c(cccc13)CC2)N1CCOCC1 is listed with -1, 5, 3&12, 0.0, 10&9, 0, 2, 18, -2

(further entries)
25: CC(=O)N1CCC2(CC1)C(C#N)=C(N)Oc1n[nH]c(C(F)(F)F)c12
26: O=C(CSc1nc2ccccc2c(=O)n1Cc1ccco1)NCc1ccccc1
27: CC(=O)Oc1ccc(C(=O)[C@H]2[C@H]3C(=O)N(c4cccc5ccccc45)C(=O)[C@H]3[C@@H]3C=CC=NN32)cc1
28: Cc1ccc2cc(/C=N/NC(=O)[C@H]3C[C@@H]3c3ccccc3)c(Cl)nc2c1
29: COc1ccc(N2C3=C(C(=O)CC(C)(C)C3)C(c3ccccc3OC)C3=C2CC(C)(C)CC3=O)cc1
30: CCCCn1c(N)c(N(CC)C(=O)/C=C/c2ccco2)c(=O)[nH]c1=O
31: COc1cc(/C=N/O)cc(Cl)c1OC
32: COC(=O)Cn1cnc2c(nnn2-c2ccc(C)cc2)c1=O

assay / compound	25	26	27	28	29	30	31	32
Rad51 HR inh	-8	.	-14	34	.	-2	9	3
14-3-3 Bad inh	-1	.	-4	1[fluorescence artefact?]	-1	-10	-2[fluorescence artefact?]	-7[fluorescence artefact?]
EP2 mod	28	.	-14	-33	37	18	4	15
zVAD death inh	0.6	-0.2	0.9	-0.4	-0.5	2.1	-0.5	0.1
EP2 antag	15	-3	3	5	7	8	14	9
eIF4E-4G inh	-1	.	4[fluorescence artefact?]	2	0	1	-4	1
Hck Nef HTS	2	1	2	-1	74*	-8	6	0
Calpain2 inh	18	.	-84	-234	-318	-9	-16	28
Tb hexokinase	0	-3	-16	-8	-6	-5	-4	3

33: CC(C)(/C=N/O)N(O)C=C1C=CC(=O)C=C1
34: N#C/C(=C\c1ccc(-c2ccc(F)cc2)o1)C(=O)Nc1nc(-c2cccs2)cs1
35: O=C(Nc1ccc(NC(=O)c2cc3ccccc3o2)cc1)c1ccc2c(c1)OCCO2
36: Cc1ccc(OCC(=O)N(Cc2ccccc2)C(C)(C)C)c([N+](=O)[O-])n1
37: CC(=O)Nc1ccc(NC(=O)Nc2ccc(C)c(C)c2)cc1
38: CCOC(=O)c1c(C)n(C)c2ccc(OCC(O)CN3C(=O)c4ccccc4S3(=O)=O)cc12 (stereo not given)
39: CC(C)(C)N(Cc1cc2ccccc2[nH]c1=O)C(=O)c1cccnc1
40: CC1Oc2ccccc2C=C1/C=N/NC(=O)c1ccccc1 (stereo not given)

assay / compound	33	34	35	36	37	38	39	40
Rad51 HR inh	6	-7	1	.	-11	1	11	.
14-3-3 Bad inh	3	14	32	0[fluorescence artefact?]	-7	-1	2	-1
EP2 mod	5	0	-16	18	-53	-11	1	-40
zVAD death inh	0.7	1.1	48	0.3	80*	0.7	0.8	1.1
EP2 antag	9	7	4	5	5	2	16	2
eIF4E-4G inh	4	5	3	14	6	-13	1	0
Hck Nef HTS	-11	20	20	3	20	0	7	9
Calpain2 inh	21	12	-60	10	-6	-8	-18	-179
Tb hexokinase	-58	-20	4	-2	-3	-6	-9	-32

41: CCOC(=O)C1CCCN(C(=O)CN2C(=O)COc3ccc(C(C)(C)C)cc32)C1 (stereo not given)
42: CCN(CC)CCNc1ncnc2c1sc1nc(N3CCCC3)c3c(c12)CC(C)(C)OC3
43: Cc1ccccc1C1CC(c2ccc(F)cc2)Nc2nc(N)nn21 (stereo not given)
44: CCN1CCN(CCC(=O)Nc2ccc3c(c2)OCO3)CC1
45: CCN(C(=O)COC(=O)c1ccccc1NC(=O)c1ccco1)C1CCS(=O)(=O)C1 (stereo not given)
46: COc1cc(/C=C(\C#N)C(N)=O)ccc1OS(=O)(=O)c1ccc(C)cc1
47: Cc1ccc(NC(=S)Nc2ccc3nc(-c4ccccn4)c(-c4ccccn4)nc3c2)cc1C
48: CCCCOc1ccc(/C(N)=N/O)cc1

assay / compound	41	42	43	44	45	46	47	48
Rad51 HR inh	.	.	4	13	27	-7	-43	-4
14-3-3 Bad inh	4	-4	-4	66[fluorescence artefact?]	5	10	-4	4
EP2 mod	1	-1	-13	34	18	-10	-40	11
zVAD death inh	-0.1	-1.2	-0.1	0.1	1.3	1.1	1.2	1.8
EP2 antag	.	11	5	0	5	11	11	14
eIF4E-4G inh	2[fluorescence artefact?]	2	0	10[fluorescence artefact?]	0	0	-6	-2
Hck Nef HTS	-1	-33	11	12	24	2	9	-1
Calpain2 inh	-2	-20	-6	-9	-21	1	-25	-17
Tb hexokinase	-5	-22	0	6	-12	-8	-5	-2

49: Cc1cccc(C(OC(=O)c2ccco2)C(=O)NCc2ccccc2)n1 (stereo not given)
50: N#Cc1ccccc1OCC(=O)N1CCc2ccccc2C1
51: CCN(CC(=O)NCc1cccs1)C(=O)c1ccccc1Cl
52: COc1ccc(/C=N/N2CCOCC2)cc1O
53: O=C(Oc1c(Cl)cc(Cl)c2cccnc12)N1CCCCC1
54: Cc1ccc2sc(N(CCCN(C)C)C(=O)c3nc4ccccc4s3)nc2c1C
55: COC(=O)c1ccc(NC(=O)N2CCCC(C(=O)c3ccccc3OC)C2)cc1 (stereo not given)
56: O=c1cc(-c2ccc3c(c2)OCCO3)oc2ccc(Cl)cc12

assay / compound	49	50	51	52	53	54	55	56
Rad51 HR inh	5	3	-1	.	-5	0	-9	4
14-3-3 Bad inh	5	-21	-6	-5	-3	21	2	5
EP2 mod	4	-8	13	17	-2	-3	-87	11
zVAD death inh	-0.1	-0.2	2.7	-0.2	0.4	13	10	1.6
EP2 antag	20	7	7	12	9	5	8	14
eIF4E-4G inh	2	1	-3	1	5	3	0	-3
Hck Nef HTS	1	25	24	2	0	13	18	5
Calpain2 inh	24	-10	-25	10	10	i	-6	-13
Tb hexokinase	7	-1	-7	2	-1	13	-4	-15

57: c1n[nH]c(SCCCCSc2ncn[nH]2)n1
58: CC(C)CC(C(=O)O)C(C)CC(=O)Nc1ccn(-c2ccccc2)n1 (stereo not given)
59: NC(N)=NCCC[C@H](NC(=O)OCc1ccccc1)C(=O)O
60: CCCn1c(SCC(=O)NCc2ccccc2)nnc1-c1ccncc1
61: COc1cccc(NC(=O)CN2C(=O)NC(C)(CCC(C)C)C2=O)c1 (stereo not given)

assay / compound	57	58	59	60	61
Rad51 HR inh	7	-6	4	6	-8
14-3-3 Bad inh	-1	9	3	6	0
EP2 mod	15	14	12	1	-14
zVAD death inh	0.7	-0.2	1.6	-0.1	2.2
EP2 antag	12	5	6	13	5
eIF4E-4G inh	-3	0[fluorescence artefact?]	-4	5	4
Hck Nef HTS	-2	-1	-8	-1	-3
Calpain2 inh	-15	-20	23	-3	-10
Tb hexokinase	-3	0	1	-5	6

Some of the compounds tested, so the mix of outcomes need not match the whole.
